Screens from PubChem.
Bim-Bcl-2 – inhibitors of Bim-Bcl-2 interaction, human; P10415; Bead-based flow cytometry, Bim peptide-Bcl-2 binding; inhibition, % at 10 µM; hit rate 0.06% among 190,000; in the data active = inhibition above about 40%; inconclusive = no clear call, values can overlap the other calls;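 also: 0% = no compound wells with probe peptide and 100% = reference peptide inhibitor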
Rac1 wt modul – modulators of human Rac1 wildtype GTP binding; P63000; GST-Rac1 beads, fluorescent GTP binding, flow cytometry; actives lie on both sides; 0 = cold GTP competed, 100 = untreated; GTP binding activity (% of control), % at 10 µM; hit rate 0.27% among 190,000; AID 757;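 active = GTP binding activity at least 20 points away from the 100% control level, either lower or higher; inconclusive = compound flagged as likely green fluorescent, judged across all proteins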
Rac1 mut GTP – alters GTP binding to activated mutant human Rac1. AID 764. percent activity (GTP binding), % at 10 µM. hit rate 0.11% among 190,000. P63000. GST-Rac1 activated beads, fluorescent GTP binding, flow cytometry; actives lie on both sides; 100% means binding = to untreated wells;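 active = GTP binding at least 20 percentage points away from the 100% baseline, in either direction, so actives lie on both sides; inconclusive = Compound likely fluorescent itself, or too few beads counted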
Cdc42 wt – changes GTP binding to wildtype human Cdc42; percent activity (GTP binding), % at 10 µM; P60953; hit rate 0.2% among 190,000; GST-Cdc42 beads, Bodipy-GTP binding, flow cytometry; actives lie on both sides;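 active = percent activity GTP binding at least 20 points away from the 100% baseline, either down as inhibitor or up as activator; inconclusive = compound flagged as likely green fluorescent from well-wide comparison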;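 also: median bead fluorescence of bound Bodipy-FL-GTP at 100 nM; 0% = excess unlabeled GTP control and 100% = no compound control; below 100% means less GTP binding so inhibitor and above means activator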
Target sequence (P60953 whole entry, looked up): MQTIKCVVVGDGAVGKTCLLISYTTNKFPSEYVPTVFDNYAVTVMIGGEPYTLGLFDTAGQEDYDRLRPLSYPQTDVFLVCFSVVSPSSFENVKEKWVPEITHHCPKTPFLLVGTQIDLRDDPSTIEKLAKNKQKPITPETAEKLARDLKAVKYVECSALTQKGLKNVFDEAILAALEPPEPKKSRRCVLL
Bim-Bcl-B – disrupts Bim peptide binding to human Bcl-B | Q9HD36 | bead-based flow cytometry | inhibition, % at 10 µM | hit rate 0.073% among 190,000 | AID 951;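 also: 0% = tracer peptide without compound and 100% = reference inhibitor peptide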
Target sequence (Q9HD36 whole entry, looked up): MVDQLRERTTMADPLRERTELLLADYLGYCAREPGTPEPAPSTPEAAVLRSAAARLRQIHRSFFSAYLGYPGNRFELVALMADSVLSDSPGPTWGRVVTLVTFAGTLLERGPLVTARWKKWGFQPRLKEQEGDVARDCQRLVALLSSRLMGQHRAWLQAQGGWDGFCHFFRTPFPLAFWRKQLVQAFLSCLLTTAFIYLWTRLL
Bim-Bfl-1 – human Bim-Bfl-1 interaction inhibition | inhibition, % at 10 µM | hit rate 0.12% among 190,000 | Bead-based flow cytometry, Bim-Bfl-1 binding inhibition | AID 1008;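 also: 0% = wells without compound plus tracer and 100% = blocker peptide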
Rab7 wt modul – modulators of GTP binding to dog Rab7 wildtype GTPase. GST-Rab7 beads, fluorescent GTP binding, flow cytometry; actives lie on both sides; untreated = 100%, excess cold GTP = 0%. GTP binding activity (percent of control), % at 10 µM. hit rate 0.055% among 190,000;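 active = fluorescent GTP binding to Rab7 beads changed by at least 20 points from the 100% baseline, either direction, mostly lower; inconclusive = compound itself probably fluorescent, or too few beads counted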;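 also: median green fluorescence of bound Bodipy-FL-GTP per Rab7 bead population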
Bcl-W Bim block – disrupts Bim peptide binding to human Bcl-W. hit rate 0.02% among 190,000. AID 952. Q92843. bead-based flow cytometry. inhibition, % at 10 µM;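 also: 0% = bound tracer without compound and 100% = peptide blocker; higher means less fluorescent Bim peptide bound to Bcl-W beads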
Target sequence (Q92843 whole entry, looked up): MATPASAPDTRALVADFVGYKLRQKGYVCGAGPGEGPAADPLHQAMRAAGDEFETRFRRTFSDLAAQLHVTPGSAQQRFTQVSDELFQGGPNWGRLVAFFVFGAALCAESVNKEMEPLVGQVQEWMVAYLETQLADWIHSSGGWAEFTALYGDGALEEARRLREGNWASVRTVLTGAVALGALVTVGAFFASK
HRas wt GTP – changes GTP binding to wildtype human HRas. P01112. GST-Ras wt beads, Bodipy-FL-GTP binding, flow cytometry; actives lie on both sides. GTP binding activity, % at 10 µM. hit rate 0.14% among 190,000;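 active = GTP binding activity at least 20% away from the 100% baseline, either lowered as inhibitor or raised as activator; inconclusive = flagged as likely green fluorescent, judged across all proteins in the well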;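 also: 0% = unlabeled GTP competition control and 100% = no-compound control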
Target sequence (P01112 whole entry, looked up): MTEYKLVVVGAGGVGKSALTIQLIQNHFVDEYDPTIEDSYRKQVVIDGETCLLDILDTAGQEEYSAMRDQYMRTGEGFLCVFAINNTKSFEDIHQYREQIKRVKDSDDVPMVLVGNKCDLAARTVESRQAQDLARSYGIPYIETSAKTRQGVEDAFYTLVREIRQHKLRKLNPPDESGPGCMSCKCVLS
Bim-Bcl-XL – human Bim-Bcl-XL interaction inhibition | inhibition, % at 10 µM | Q07817 | Bim peptide-Bcl-XL binding, bead flow cytometry, fluorescence | hit rate 0.04% among 190,000
Target sequence (Q07817 whole entry, looked up): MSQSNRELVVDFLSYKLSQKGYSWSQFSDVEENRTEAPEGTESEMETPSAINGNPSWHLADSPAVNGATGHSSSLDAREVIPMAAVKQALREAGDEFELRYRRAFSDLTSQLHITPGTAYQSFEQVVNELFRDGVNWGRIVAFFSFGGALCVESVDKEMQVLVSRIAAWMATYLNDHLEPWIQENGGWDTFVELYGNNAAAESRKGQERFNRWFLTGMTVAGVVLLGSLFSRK
Rab2A wt mod – changes GTP binding to wildtype dog Rab2A, up or down. AID 760. GTP binding activity, % at 10 µM. hit rate 0.19% among 190,000. P61105. GST-Rab2 wt beads, Bodipy-GTP binding, flow cytometry;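 active = GTP binding activity at least 20 points away from 100%, either lowered or raised; inconclusive = signal likely due to the compound's own green fluorescence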;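 also: 0% = beads with excess unlabeled GTP and 100% = no-compound control corrected for plate trend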
Numbers without * were called inactive; ? = inconclusive. Rule as the data show it, unless noted: active = inhibition above about 40%.

SMILES	Bim-Bcl-2	Rac1 wt modul	Rac1 mut GTP	Cdc42 wt	Bim-Bcl-B	Bim-Bfl-1	Rab7 wt modul	Bcl-W Bim block	HRas wt GTP	Bim-Bcl-XL	Rab2A wt mod
COc1ccc(N2C(=O)CC2(/C=C/c2ccccc2OC)C(=O)NC2CCCC2)cc1 (stereo not given)	-16	104	95	98	-5	-2	97	-1	99	-3	95
COC(=O)c1cn(-c2nc(C)c3c(n2)CCC3)nn1	0	94	96	92	0	2	100	-2	96	0	98
O=C(Nc1nc2ccc(S(=O)(=O)N3CCCC3)cc2s1)C1CCCO1 (stereo not given)	-2	105	99	109	-3	2	104	-2	108	0	108
Cc1ccccc1CSc1nnc(-c2cccnc2)n1N	0	103	102	105	-1	-3	93	2	102	-1	104
CCCCCn1c(=O)[nH]c2cc(C(=O)NCCCN3CCCCC3)ccc2c1=O	0	106	99	104	-10	-12	102	0	100	-4	103
Cc1cc(N2C(=O)C(O)=C(C(=O)c3ccco3)C2c2cccnc2)no1 (stereo not given)	-1	102	98	100	2	0	101	-2	101	0	102
O=C(O)c1cccnc1NC1CCCC1	-1	100	97	102	-2	0	98	-5	104	0	102
CCCn1c(CCC(=O)O)ccc1-c1ccc(F)cc1	-5	105	98	103	-2	-8	100	4	102	-4	103
COc1ccc(C2Nc3cccc4cccc(c34)N2)cc1	0	97	93	99	1	2	97	1	96	-1	95
O=C(Nc1ccc(Cl)cn1)Nc1ccccc1Cl	-5	104	102	103	-5	-7	99	-3	103	-5	101
Cc1cc(Cl)ccc1C(=O)C1CCCN(C(=O)/C=C/c2cnn(C)c2)C1 (stereo not given)	-4	95	95	95	-5	-5	102	-3	97	-2	99
O=C1NCCCC1C(=O)N1CCN(C(c2ccccc2)c2ccccc2)CC1 (stereo not given)	11	105	99	100	-5	-3	101	-4	104	-5	100
Cc1c(-c2ccc(Cl)cc2)oc(=O)c2c(N)n(-c3ccccc3)nc12	9	101	99	102	1	-13	97	-1	101	0	100
c1ccc(CCNc2nc3ccccc3n3nnnc23)cc1	-7	108	101	105	-7	-10	107	3	106	-9	109
CCN1/C(=C/c2ccc3cc(C)ccc3[n+]2CC)Sc2cc(C)ccc21	6	101	102	99	-25	1	102	4	99	2	101
O=C(O)COc1ccc(/C=N/Nc2nc(Nc3ccccc3)nc(N3CCCCC3)n2)cc1	0	95	97	98	4	5	100	-3	100	-4	100
Cc1nc2ccc(Br)cn2c(=O)c1Cl	-5	104	101	102	-6	-15	97	-3	102	-8	101
Cc1ccc(NC(=S)/N=C(\N)Nc2nc(C)c3cc(C)c(C)cc3n2)cc1C	-1	93	95	96	-4	-4	104	-1	97	-2	99
CCN1CCN(c2ncc3c(n2)CC(c2cc(OC)c(OC)c(OC)c2)CC3=O)CC1 (stereo not given)	-1	101	99	105	-3	-2	98	0	101	-1	102
CCn1nc(C(=O)Nc2ccc3nc(C)sc3c2)c2ccccc2c1=O	-3	97	97	97	-7	0	99	-3	98	-5	97
CCOC(=O)Cn1c(C)c(C#N)c2ccccc21	0	105	93	100	-2	-10	106	3	101	-4	99
COC(=O)c1ccccc1NC(=O)c1ccccc1OC	-3	107	102	106	0	1	104	-2	108	-2	109
O=[N+]([O-])c1cc(S(=O)(=O)CCCN2CCOCC2)ccc1F	0	94	92	91	-3	-3	95	0	93	-2	94
O=c1[nH]ncc(NCc2ccc(Cl)cc2)c1Cl	0	95	94	95	0	-3	98	0	94	0	97
CCN(CC)S(=O)(=O)c1ccc2oc(C(=O)NCc3ccc(C)cc3)c(C)c2c1	-2	98	97	96	-15	-10	94	-1	98	-6	96
COc1ccccc1-n1c(=O)c2c3c(sc2n2c(=S)[nH]nc12)CCC3	0	?	?	?	-45	2	?	4	?	3	?
O=C(O)CC(NC(=O)c1cccc([N+](=O)[O-])c1)c1ccc2c(c1)OCO2 (stereo not given)	-5	104	98	99	-2	-3	106	-3	99	-3	98
O=C(NC1CCCCC1)C(c1ccc(O)cc1)N(CC1CCCO1)C(=O)C1COc2ccccc2O1 (stereo not given)	0	106	102	104	1	-2	98	0	103	0	101
COc1cc(NC(=O)CN2CCC(Cc3ccccc3)CC2)c(C)cc1[N+](=O)[O-]	-5	108	100	103	-1	-13	99	0	101	-1	101
O=C1Nc2ccc([N+](=O)[O-])cc2OC1CCN1CCN(Cc2ccc3c(c2)OCO3)CC1 (stereo not given)	72*	98	95	95	73*	47*	101	-2	97	0	97
O=C(Cc1ccc(Br)cc1)c1ccc(O)cc1O	-3	100	97	100	-2	0	102	-4	101	-1	100
O=C(CCc1ccccc1)NC(NC(=S)Nc1cccc(Cl)c1)C(Cl)(Cl)Cl (stereo not given)	-5	104	96	100	-1	1	101	0	100	2	99
COc1ccc(OC)c(S(=O)(=O)N2CCC(C(=O)NCc3ccccc3OC)CC2)c1	-1	102	98	104	3	4	100	-1	103	2	100
CC(C)C(NC(=O)c1ccc(C(C)(C)C)cc1)C(=O)NC1=NCCS1 (stereo not given)	-12	105	98	104	-6	-11	103	-1	103	-7	103
Cc1ccc(NC(=O)c2c(C)nc3ccccn23)cc1C	1	97	94	101	-2	-4	96	0	99	-1	100
CCN1CCCC1CNC(=O)c1ccc(N2CCCC2=O)cc1 (stereo not given)	-2	?	?	?	-4	-5	?	1	?	1	?
c1ccc(-c2nc(NCc3ccco3)c3oc4ccccc4c3n2)cc1	-9	96	94	99	-2	-7	95	-5	100	-5	100
COc1ccc(-n2nc3cc(C)c(NC(=O)C(C)C)cc3n2)cc1	-3	101	99	104	-2	0	101	-1	101	-2	100
COC(=O)c1[nH]c2ccccc2c1NC(=O)CN1CCN(C/C=C/c2ccccc2)CC1	0	96	100	98	0	-2	96	1	98	-3	98
CC1Cc2cc(C3(O)C(=O)c4ccccc4C3=O)ccc2N1 (stereo not given)	-7	107	99	102	-5	-6	103	0	103	-4	103
COc1ccc(NC(=S)NC(C)Cc2cccs2)cc1 (stereo not given)	-5	98	97	98	-6	-5	106	-2	98	-3	101
COc1ccc(C(=O)Nc2nc(C)cc(C)n2)cc1[N+](=O)[O-]	0	102	100	100	-2	0	104	0	101	-4	102
CN(CCOc1ccccc1)Cc1nc2cc(Cl)ccc2c(=O)[nH]1	3	91	94	93	-2	-4	90	0	92	-3	93
O=C(CN1C(=O)CC(c2ccccc2)Sc2ccccc21)NCC1CCCO1 (stereo not given)	-3	100	96	99	-5	-4	104	-2	98	-3	100
O=C1NC2(CCCC2)Oc2ccccc21	-5	100	95	99	-2	-4	107	0	103	-3	98
Cc1cc(NC(=O)c2cccc(COc3ccc(Br)cc3)c2)no1	-3	102	101	101	-3	-2	95	0	100	-3	101
Cc1ccc(S(=O)(=O)N=S(CCO)CCO)cc1	2	101	100	100	0	0	97	1	98	0	99
COc1ccc(CCN2CC(C(=O)NCc3ccco3)CC2=O)cc1OC (stereo not given)	-2	101	97	98	-5	-5	100	1	98	-2	98
Cc1cccc(Nc2nc(N)c([N+](=O)[O-])c(N3CCCC(C)C3)n2)c1 (stereo not given)	-5	103	99	95	-14	-13	98	-6	100	-8	100
Cc1nc(Nc2ccc(S(=O)(=O)N3CCCC3)cc2)c2nnn(Cc3ccccc3)c2n1	-6	102	101	102	-7	-13	101	-3	100	-3	99
CCCCN(C(=O)Nc1ccc(OCC)cc1)C1CCN(C(C)=O)CC1	-4	95	92	97	-5	-3	94	-5	97	0	94
O=C(c1cccnc1)C1CCCN(Cc2nc(Cc3ccccc3)no2)C1 (stereo not given)	-1	96	96	93	-1	4	105	-5	95	-4	100
N#CCCn1cc(/C=N/O)c(-c2ccccc2)n1	-8	100	97	98	-7	-17	98	-2	100	-9	99
CCN1CCN(CC(O)COCCOc2ccc(Br)cc2)CC1 (stereo not given)	-3	98	95	96	-5	-3	97	-4	97	-7	96
O=S(=O)(Nc1ncccn1)c1ccc(NC(=S)NCc2cccnc2)cc1	0	99	96	95	-2	-8	101	0	100	-2	99
Cc1ccc(S(=O)(=O)/C(C#N)=C/c2c(N3CC(C)OC(C)C3)nc3ccccn3c2=O)cc1 (stereo not given)	-6	94	95	96	0	-3	96	-2	96	-1	96
Cc1ccc(-c2nnn(CC(=O)N(c3cnc4ccccc4c3)C(C(=O)NC3CCCC3)c3ccncc3)n2)o1 (stereo not given)	-6	93	92	94	-2	-8	94	-7	96	-4	98
CCC(=O)OCC(=O)Nc1cc(C)c(C)cc1[N+](=O)[O-]	-10	102	100	104	-12	-8	98	-5	100	-7	97
O=C(NCC1(c2ccccc2)CCCC1)c1ccc(Br)cc1	-9	104	102	103	-7	-16	101	-3	101	-7	100
COc1ccc(-n2cc(CNCc3cccnc3)c(-c3cccc(F)c3)n2)cc1	0	100	95	97	-3	-5	96	0	97	-2	96

Retrieved one by one from above:
SMILES	Bim-Bcl-2	Rac1 wt modul	Rac1 mut GTP	Cdc42 wt	Bim-Bcl-B	Bim-Bfl-1	Rab7 wt modul	Bcl-W Bim block	HRas wt GTP	Bim-Bcl-XL	Rab2A wt mod
COc1ccc(CCN2CC(C(=O)NCc3ccco3)CC2=O)cc1OC (stereo not given)	-2	101	97	98	-5	-5	100	1	98	-2	98
CCC(=O)OCC(=O)Nc1cc(C)c(C)cc1[N+](=O)[O-]	-10	102	100	104	-12	-8	98	-5	100	-7	97
O=C(c1cccnc1)C1CCCN(Cc2nc(Cc3ccccc3)no2)C1 (stereo not given)	-1	96	96	93	-1	4	105	-5	95	-4	100

The listing continues.
SMILES	Bim-Bcl-2	Rac1 wt modul	Rac1 mut GTP	Cdc42 wt	Bim-Bcl-B	Bim-Bfl-1	Rab7 wt modul	Bcl-W Bim block	HRas wt GTP	Bim-Bcl-XL	Rab2A wt mod
CCOC(=O)C1=C(O)/C(=C/c2ccc(CNC(=O)C(=O)Nc3ccc(C)cc3)o2)N=C1C	5	114	100	110	1	5	103	8	108	5	102
Cc1cc(C(C)(C)C)ccc1OCCCCN1CCCC1	0	107	102	103	-5	0	99	-2	99	-6	98
Cn1cnnc1SCC(=O)Nc1ccc2nc(SCc3ccccc3)sc2c1	-3	104	101	102	-3	-5	98	3	100	1	99
Cn1c(=O)c2ncn(CC(=O)Nc3ccc(N4CCOCC4)cc3)c2n(C)c1=O	0	105	98	101	-2	-4	98	5	99	-5	98
O=[N+]([O-])c1cc2c(cc1/C=N/n1c(-c3ccccn3)n[nH]c1=S)OCO2	0	96	95	95	-32	19	96	0	96	-6	95
C/C(=N\OCC(=O)Nc1ccccc1C(C)(C)C)c1ccc2c(c1)OCCO2	-13	100	98	100	-9	-18	97	-5	97	-6	97
CCOc1ccc(-c2nc(CSCC(=O)N3CCN(C(=O)c4ccco4)CC3)c(C)o2)cc1	-7	100	97	98	-6	-9	95	0	98	-5	100
COc1ccc(CCNC(=O)Cn2c(=O)[nH]c3ccsc3c2=O)cc1OC	1	97	96	95	-2	-3	94	1	96	-3	95
CCOC(=O)Cc1nnc2c(Nc3ccccc3F)nc3nonc3n12	-6	98	97	97	-15	-3	100	0	99	-13	99

Rows were taken by chance, and some 0.62% of all compounds hit somewhere here.
